Furin inhibitor: blocks human furin protease activity; purified furin, fluorogenic substrate cleavage; inhibition, % at 30 µM; 220,000 tested, 0.061% active; in the data active means inhibition above about 25%; further: inactives centre near -15
PPC-1+TRAIL kill: kills PPC-1 cancer cells in the presence of TRAIL | PPC-1 cells + TRAIL, ATPLite viability luminescence | cell killing (% activity), % at 4 µM | 220,000 tested, 0.41% active | AID 1443;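 active means cell killing above 50% in the first pass at 4 µM, then a duplicate retest at 5 µM averaging 50% or more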;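 further: plate controls were cells with TRAIL plus DMSO for no effect and medium-only wells lacking cells for full effect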
p97 inhibitor: blocks human p97 ATPase activity | recombinant p97 ATPase, Kinase-Glo ATP luminescence, 3 h | AID 1481 | 220,000 tested, 0.42% active | inhibition, % at 8 µM; in the data active means inhibition above about 15%;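 further: 0% = DMSO vehicle and 100% = wells lacking enzyme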
Target sequence (P55072 whole entry, looked up): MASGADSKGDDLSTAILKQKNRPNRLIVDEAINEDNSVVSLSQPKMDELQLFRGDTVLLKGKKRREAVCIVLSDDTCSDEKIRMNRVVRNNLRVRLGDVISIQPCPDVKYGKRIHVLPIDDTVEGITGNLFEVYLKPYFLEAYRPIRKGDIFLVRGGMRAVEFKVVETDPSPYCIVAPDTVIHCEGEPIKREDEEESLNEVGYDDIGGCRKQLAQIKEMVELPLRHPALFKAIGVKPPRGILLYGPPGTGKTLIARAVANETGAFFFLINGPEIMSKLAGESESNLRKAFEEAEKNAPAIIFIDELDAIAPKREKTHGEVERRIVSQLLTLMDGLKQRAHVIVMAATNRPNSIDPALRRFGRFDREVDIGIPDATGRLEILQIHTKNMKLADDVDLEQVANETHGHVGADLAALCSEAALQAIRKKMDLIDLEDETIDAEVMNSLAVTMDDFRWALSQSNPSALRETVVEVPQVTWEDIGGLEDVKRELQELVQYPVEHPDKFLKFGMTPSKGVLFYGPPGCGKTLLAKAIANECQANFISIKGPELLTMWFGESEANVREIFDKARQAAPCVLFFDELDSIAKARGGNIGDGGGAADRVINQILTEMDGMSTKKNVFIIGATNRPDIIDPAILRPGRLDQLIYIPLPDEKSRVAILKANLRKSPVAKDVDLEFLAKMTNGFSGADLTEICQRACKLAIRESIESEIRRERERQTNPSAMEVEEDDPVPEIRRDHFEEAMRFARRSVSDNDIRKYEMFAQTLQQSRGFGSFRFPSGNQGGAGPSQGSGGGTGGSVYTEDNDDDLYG
TbHK1 inh: T. brucei hexokinase 1 inhibition | recombinant TbHK1, G6PDH-coupled NADH A340 | inhibition, % at 10 µM | 220,000 tested, 0.11% active | AID 1430;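 active means inhibition of 50% or more in the single-dose primary screen; inactive means inhibition below 50%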
NCF1 inh: inhibitors of human p47phox binding; p47phox/p22phox peptide binding, fluorescence polarization, 2 h; inhibition, % at 24.7 µM; 220,000 tested, 0.53% active;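 active means inhibition above about 30%, limit read from the data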;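 further: 0% = p47phox with labelled peptide and 100% = labelled peptide alone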
RBBP9 inhibitor: blocks human serine hydrolase RBBP9. recombinant RBBP9, FP-Rh probe fluorescence polarization. inhibition, % at 7.94 µM. 220,000 tested, 0.2% active. AID 1515;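 active means inhibition above the campaign mean of all tested compounds plus 3 SD, cut at about 14% in these data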;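 further: plate controls were DMSO wells with RBBP9 for no effect and wells lacking RBBP9 protein for full effect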
Target sequence (O75884 whole entry, looked up): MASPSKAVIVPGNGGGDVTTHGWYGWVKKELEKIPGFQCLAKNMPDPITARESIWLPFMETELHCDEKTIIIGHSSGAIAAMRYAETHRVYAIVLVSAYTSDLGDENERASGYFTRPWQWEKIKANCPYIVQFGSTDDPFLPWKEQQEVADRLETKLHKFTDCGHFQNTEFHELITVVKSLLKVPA
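Test system: recombinant human RBBP9; Timing: 30 min then 45 min, 25 °C; Detection: fluorescence polarization; Control set: RBBP9 with DMSO as uninhibited control, no-protein wells as full inhibition; Compound dosing: one concentration, 7.94 µM nominal, 0.794% DMSO; Probe or stimulus: FP-Rh activity-based probe, 375 nM before mixing.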
BaF3 parental: reduces parental Ba/F3 cell viability, JAK2V617F counter-screen | CellTiter-Glo ATP luminescence | inhibition, % at 5.6 µM | 220,000 tested, 1.1% active;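 active means inhibition above a per-campaign cutoff, the mean inhibition of all tested compounds plus 3 SD, cut at about 27% in these data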;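 further: 0% = DMSO wells and 100% = JAK Inhibitor I control wells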
EP2 antag: blocks the human prostaglandin E2 receptor EP2; C6 glioma cells expressing human EP2, cAMP TR-FRET; cells stimulated with saturating PGE2; inhibition, % at 25 µM; 260,000 tested, 0.52% active; AID 1422;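 active means percent inhibition above 40 after rounding to a whole number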;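 further: rat C6 glioma host cells with rolipram phosphodiesterase inhibitor present; the protocol text gives 20 µM as final concentration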
Ba/F3 V617F tox: loss of viability in JAK2V617F-driven Ba/F3 cells | Ba/F3 EpoR-JAK2V617F viability, ATP luminescence | inhibition, % at 5.6 µM | 220,000 tested, 1.1% active;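 active means inhibition above the campaign mean plus 3 SD over all tested compounds, cut at about 24% in these data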;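 further: cytokine-independent growth of Ba/F3 cells driven by EpoR plus mutant JAK2; 0% = DMSO-treated cells and 100% = JAK inhibitor I control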
* hit, by the source's call; . = not tested or not shown; & = joins results of further samples; [ ] = another dose, or the depositor's remark. Some of the compounds tested (hit frequency here may not be typical).

Start of the data: the first 16 entries as a preview:
SMILES	Furin inhibitor	PPC-1+TRAIL kill	p97 inhibitor	TbHK1 inh	NCF1 inh	RBBP9 inhibitor	BaF3 parental	EP2 antag	Ba/F3 V617F tox
CC(C)(C)OC(=O)N1CCC(CNC(=O)c2cccs2)CC1	-21	-4	3	-1	-8	-9	4	4	-1
CCOC(=O)c1ccc(NCc2nc3ccccc3n2C)cc1	-19[20 µM]	17	-8	-6	-10	-2	3	2	0
O=C(c1ccc(Cl)cc1)N1CCCC(c2ccccc2)=N1	-18[20 µM]	0	0	-1	-15	-5	1	11	-1
Cc1ccccc1NC(=O)Cc1nnc(SCC(=O)N2CCN(c3ccccc3)CC2)n1C	-8[20 µM]	-9	-4	3	-3	-8	5	7	3
CCCOc1ccc(/C(O)=C2/C(=O)C(=O)N(CCCOC)C2c2cccnc2)cc1 (stereo unspecified)	-4	8	6	-27	-10	2	8	13	0
Cn1c(SCC(=O)NNC(=S)Nc2ccccc2)nnc1-c1ccncc1	-7	0	-5	2	-5	-9	1	11	6
O=C(CSc1nc2ccccc2c(=O)n1-c1ccc(F)c(Cl)c1)Nc1cccc(S(=O)(=O)N2CCOCC2)c1	-22	4	8	-10	-21	-20	5	5	1
Cc1c(-c2ccccc2)nc(N)c(C#N)c1-c1cccs1	-10[20 µM]	7	-4	-6	3	-3	7	3	4
CN(CCC#N)C(=O)COC(=O)c1cc(Cl)cc(Cl)c1N	-57	18	5	-8	-1	-3	0	3	-5
O=C(c1cc2sccc2n1Cc1ccccc1)N1CCCc2ccccc21	-16[20 µM]	2	1	-8	-11	0	5	4	2
C/C(=N\NC(=O)COc1ccccc1-c1ccccc1)c1cccnc1	-17	23	0	4	3	-5	1	4	-1
CCOCCCNS(=O)(=O)c1ccc(NC(=O)C2CC(=O)N(c3ccc(C)cc3)C2)cc1 (stereo unspecified)	-15	4	-3	5	-6	-13	3	8	4
CCCCNC(=O)c1ccc(SCC(=O)N(CC)CC)c([N+](=O)[O-])c1	-16	1	0	-9	-5	-5	5	11	-1
C=CCNC(=O)c1c(Cl)cccc1Cl	-18[20 µM]	21	-1	5	-9	-7	2	9	-1
Cc1cccc(NC(=O)NC2CC3CCC(C2)N3Cc2ccco2)c1 (stereo unspecified)	-22	0	8	3	-9	9	6	6&4	-1
COc1cc(OC)cc(C(=O)NCCn2ccc3ccccc32)c1	-15	23	-8	-2	-4	-5	7	11	1

Main list, repeating the preview:
SMILES	Furin inhibitor	PPC-1+TRAIL kill	p97 inhibitor	TbHK1 inh	NCF1 inh	RBBP9 inhibitor	BaF3 parental	EP2 antag	Ba/F3 V617F tox
CC(C)(C)OC(=O)N1CCC(CNC(=O)c2cccs2)CC1	-21	-4	3	-1	-8	-9	4	4	-1
CCOC(=O)c1ccc(NCc2nc3ccccc3n2C)cc1	-19[20 µM]	17	-8	-6	-10	-2	3	2	0
O=C(c1ccc(Cl)cc1)N1CCCC(c2ccccc2)=N1	-18[20 µM]	0	0	-1	-15	-5	1	11	-1
Cc1ccccc1NC(=O)Cc1nnc(SCC(=O)N2CCN(c3ccccc3)CC2)n1C	-8[20 µM]	-9	-4	3	-3	-8	5	7	3
CCCOc1ccc(/C(O)=C2/C(=O)C(=O)N(CCCOC)C2c2cccnc2)cc1 (stereo unspecified)	-4	8	6	-27	-10	2	8	13	0
Cn1c(SCC(=O)NNC(=S)Nc2ccccc2)nnc1-c1ccncc1	-7	0	-5	2	-5	-9	1	11	6
O=C(CSc1nc2ccccc2c(=O)n1-c1ccc(F)c(Cl)c1)Nc1cccc(S(=O)(=O)N2CCOCC2)c1	-22	4	8	-10	-21	-20	5	5	1
Cc1c(-c2ccccc2)nc(N)c(C#N)c1-c1cccs1	-10[20 µM]	7	-4	-6	3	-3	7	3	4
CN(CCC#N)C(=O)COC(=O)c1cc(Cl)cc(Cl)c1N	-57	18	5	-8	-1	-3	0	3	-5
O=C(c1cc2sccc2n1Cc1ccccc1)N1CCCc2ccccc21	-16[20 µM]	2	1	-8	-11	0	5	4	2
C/C(=N\NC(=O)COc1ccccc1-c1ccccc1)c1cccnc1	-17	23	0	4	3	-5	1	4	-1
CCOCCCNS(=O)(=O)c1ccc(NC(=O)C2CC(=O)N(c3ccc(C)cc3)C2)cc1 (stereo unspecified)	-15	4	-3	5	-6	-13	3	8	4
CCCCNC(=O)c1ccc(SCC(=O)N(CC)CC)c([N+](=O)[O-])c1	-16	1	0	-9	-5	-5	5	11	-1
C=CCNC(=O)c1c(Cl)cccc1Cl	-18[20 µM]	21	-1	5	-9	-7	2	9	-1
Cc1cccc(NC(=O)NC2CC3CCC(C2)N3Cc2ccco2)c1 (stereo unspecified)	-22	0	8	3	-9	9	6	6&4	-1
COc1cc(OC)cc(C(=O)NCCn2ccc3ccccc32)c1	-15	23	-8	-2	-4	-5	7	11	1
CC1(C)CC(=O)C2=C(C1)NCN(Cc1ccccc1)C2	-9	21	-1	-7	-9	0	1	7	1
CC1(C)Cc2sc3c(=O)[nH]c(=S)[nH]c3c2CO1	-23	17	4	-14	-7	5	-2	5	-2
COc1cc(C(C)=O)ccc1OCC(O)CNCC1(N2CCCCC2)CCCCC1 (stereo unspecified)	-5	-20	-2	-1	-5	-6	2	4	4
Cc1ccc(NC(=S)N2CCCCC2)cc1C	-21	-2	5	-7	-2	-4	12	5	-4
Cn1cnnc1SCC(=O)Nc1ccccc1	-14	16	7	4	1	-3	1	10	-5
Cc1ccc(/C=N/n2c(-c3ccncc3)n[nH]c2=S)s1	-21	14	4	-9	-4	1	-1	5	0
CCOC(=O)N1N=C(CC)CC1(O)C(F)(F)F (stereo unspecified)	-13[20 µM]	17	2	0	-15	6	3	8	-1
CCN1C(=O)C2(C(C#N)=C(N)Oc3cc(C)oc(=O)c32)c2ccccc21 (stereo unspecified)	-17[20 µM]	-10[5 µM]	-8	-10	-24	-1	5	7	0
COc1cc([N+](=O)[O-])ccc1NC(=O)CN(C)C	-15[20 µM]	-4	4	-16	1	-1	1	3	1
Carrying on:
SMILES	Furin inhibitor	PPC-1+TRAIL kill	p97 inhibitor	TbHK1 inh	NCF1 inh	RBBP9 inhibitor	BaF3 parental	EP2 antag	Ba/F3 V617F tox
CCCCOc1ccc(/C=N/NC(=S)Nc2cc(C)ccc2C)cc1	-9[20 µM]	22	3	-20	-4	3	3	8	0
O=C(NCCO)/C(=C\c1cccs1)NC(=O)c1cccs1	-17	3	5	-43	-16	-5	4	4	0
C=CCn1c(=NC(=O)c2sc3ccccc3c2Cl)sc2cc(S(N)(=O)=O)ccc21	-22	17	4	-22	-26	-12	3	15	-4
COCCN(CCOC)Cc1c(C)[nH]c2c(C)c(C)ccc2c1=O	-30	10	3	-1	-11	0	0	28	-1
Cc1c(Cl)cccc1NC(=S)N(Cc1ccco1)C(C)c1ccccn1 (stereo unspecified)	-8	11	-3	9	-5	-14	1	9	4
COC(=O)[C@@]1(Cc2ccc(OC)cc2)[C@H]2c3cc(C(=O)N4CCCC4)n(CCN4CCNC4=O)c3C[C@H]2CN1C(=O)c1ccccc1	-9	24	-3	-2	-11	-7	5	10	3
CC(CCc1ccccc1)NC(=O)COC(=O)C1=COCCO1 (stereo unspecified)	-11[20 µM]	6	9	5	-15	7	2	11	-2
Cc1cc(NC(=O)CSc2nnc(-c3ccc4c(c3)OCCO4)o2)no1	-6[20 µM]	45	3	3	-8	3	3	20	1
Cc1cc(C(=O)N/N=C/c2ccco2)n[nH]1	-13	12	4	-19	-6	-2	-2	4	-3
CS(=O)(=O)N1CCC(C(=O)NCc2ccncc2)CC1	1	-5	4	-2	-20	2	2	8	1
Cc1noc(C)c1C(=O)OCC(=O)c1c[nH]c2ccccc12	-25	15	5	-3	-7	-2	1	5	-3
CC(C)CNS(=O)(=O)c1ccc(CCC(=O)NCCC2=CCCCC2)cc1	-16	27	0	10	-6	0	2	6	1
Cc1cccnc1Nc1ncnc(N)c1[N+](=O)[O-]	-14	-6	0	-38	.	-1	-2	2	-2
Cc1ccc(-n2c(=S)[nH]c3sc4c(c3c2=O)CCC4)cc1	-9	28	1	-25	-1	-6	3	22	0
CCOc1ccc(NC(=S)N=Nc2c(O)[nH]c3ccccc23)cc1	-19	-14	7	4	-1	0	-1	1	-6
CC(C(=O)O)n1cc(Cl)cn1 (stereo unspecified)	-4	-9	-2	9	-6	-9	2	7	3
N#CCc1c(C#N)c(N)nc(N2CCN(Cc3ccc4c(c3)OCO4)CC2)c1C#N	-7[20 µM]	-8[5 µM]	-1	-32	-30	-6	8	.	1
CCc1c(C(=O)OCc2ccccc2)[nH]c(C)c1C	-6	3	3	-5	-7	0	3	17	-4
Cc1ccc(-c2nn3c(C)nnc3c3ccccc23)cc1S(=O)(=O)N(C)CCO	-17[20 µM]	10	7	-18	-7	-8	4	10	-4
O=C(Nc1ccc(S(=O)(=O)Nc2ncccn2)cc1)C1COc2ccccc2O1 (stereo unspecified)	-11	22	4	-1	-2	-1	6	6	2
CCc1cc(C(=O)N=Nc2c(O)[nH]c3ccc([N+](=O)[O-])cc23)c2ccccc2n1	0	-25	4	-24	-8	1	8	13	2
COc1ccc(CNC(=O)CCOc2ccc(C(C)(C)C)cc2)cc1	-8[20 µM]	2	-2	-4	-16	3	8	14	2
Cc1cccc2nc(CSc3ccccc3N)cn12	-13[20 µM]	.	2	-1	-3	-2	-1	10	-3
CN(C)c1cccc(C(=O)Nc2ccc3nc4n(c(=O)c3c2)CCCCC4)c1	-31	-2	-1	-17	4	-5	4	13	-1
Cc1ccc(C(=O)N/C(=C\c2cccs2)C(=O)NCCc2c[nH]c3ccccc23)cc1C	-7	-15	3	-5	-22	-7	9	0	2
Remaining list, next part
SMILES	Furin inhibitor	PPC-1+TRAIL kill	p97 inhibitor	TbHK1 inh	NCF1 inh	RBBP9 inhibitor	BaF3 parental	EP2 antag	Ba/F3 V617F tox
COc1ccccc1-n1cnnc1SC1CCOC1=O (stereo unspecified)	-22	13	2	-2	-3	-2	1	7	0
COc1cc(-n2c(=O)c3ccccc3n(Cc3cccnc3)c2=O)cc(OC)c1OC	-23	.	2	2	.	3	0	14	-6
CC12CCC(C(=O)N/N=C/c3ccc(O)cc3)(OC1=O)C2(C)C (stereo unspecified)	-16	3	-1	-36	-7	-7	-2	12	1
CCOc1ccc(NC(=O)C(C)Oc2ccccc2C(=O)Nc2ccc(C)c(Cl)c2)cc1 (stereo unspecified)	-14	-6	2	-1	-10	-8	0	9	-6
Cc1nn(Cc2ccccc2)c(C)c1CCC(=O)O	-21[20 µM]	14	5	1	-10	-3	2	9	-3
O=C(CSc1ccccn1)Nc1ccc2c(c1)OCO2	-26	15	4	0	-15	5	-1	1	-3
CCNC(=O)NC(=O)C(C)OC(=O)C1CCN(S(=O)(=O)c2ccccc2F)CC1 (stereo unspecified)	-18	19	1	0	-1	0	3	4	-1
COc1ccc(N=c2oc3cc(O)ccc3cc2C(=O)NCC2CCCO2)cc1 (stereo unspecified)	-30	-1	-5	-2	-29	-11	2	2	4
COc1ccc(-c2cc3ccccc3oc2=O)cc1NC(=O)c1ccc(Br)o1	-15[20 µM]	18	3	-13	41*	5	2	15	-3
c1cncc(-c2nnc(C3CCCCC3)o2)c1	-22	5	3	4	-3	-5	-1	5	0

From PubChem BioAssay
